D2 potentiator: HTS Assay for Positive Allosteric Modulators of the Human D2 Dopamine Receptor: Primary Screen for Potentiators; D(2) dopamine receptor (Homo sapiens), P14416; HEK293 T-REx D2, calcium flux, EC20 dopamine potentiation; potentiation, % at 10 µM; 0.34% of 340,000 active;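 active = potentiation over 3 SD above the plate norm, cut at about 30% in these data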; note: 0% is about no effect
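Cells plated with tetracycline inducer and held overnight at 30 C; calcium dye loaded 30–90 min at room temperature; baseline taken, compound added and read 180 s; EC20 dopamine then added and read 180 s.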
D1 antagonist: Antagonist of Human D 1 Dopamine Receptor: qHTS. activity change, negative = inhibition, % at 10 µM. D(1A) dopamine receptor (Homo sapiens), P21728. HEK293 TREx D1 cells, calcium flux, dopamine EC80; active compounds read low. 3.2% of 360,000 active; in the data active = activity change below about -30%; note: % is set by controls: 0 for no effect and ±100 for the full control effect
Target sequence (P21728 whole entry, looked up): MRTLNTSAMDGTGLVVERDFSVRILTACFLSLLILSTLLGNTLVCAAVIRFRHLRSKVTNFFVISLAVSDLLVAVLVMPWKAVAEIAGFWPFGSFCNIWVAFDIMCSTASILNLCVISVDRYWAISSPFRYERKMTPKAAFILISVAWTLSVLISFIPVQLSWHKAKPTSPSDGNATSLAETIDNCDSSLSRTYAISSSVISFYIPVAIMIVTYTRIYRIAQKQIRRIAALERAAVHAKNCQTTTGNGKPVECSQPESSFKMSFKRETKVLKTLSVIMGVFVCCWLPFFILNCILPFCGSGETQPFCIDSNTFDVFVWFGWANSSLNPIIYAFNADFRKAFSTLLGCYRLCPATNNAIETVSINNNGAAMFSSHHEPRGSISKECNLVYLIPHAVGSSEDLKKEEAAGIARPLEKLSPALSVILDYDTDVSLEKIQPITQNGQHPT
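Antagonism measured as reduced calcium response to an EC80 dopamine addition following 180 s compound pre-read; cells were inducible HEK293 Trex D1 plated overnight at 30 C, read kinetically at 1 cycle/sec.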
Vif-APOBEC3F blk: qHTS for Inhibitors of Vif-A3F Interactions: qHTS. 0.2% of 390,000 active. HeLa A3F-eYFP + Vif (tagged APOBEC3F with the HIV-1 protein that degrades it), YFP fluorescence increase. AID 602313, 2012. Potency, µM (highest dose often 46.1 µM), inactives show at the highest dose activity, negative = active; note: potency is the fitted concentration of half-maximal effect; % of control where 0% means no effect; nearly all actives have a fitted effect of over 65% in size
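HeLa cells stably expressing A3F-eYFP plus Vif, plated and incubated overnight at 37 deg C, then exposed to compounds overnight at 37 deg C. Blocked degradation read as raised yellow fluorescence (Ex 488/Em 500-530).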
Glioma ERSR ind: qHTS for Inducers of the Endoplasmic Reticulum Stress Response (ERSR) in Human Glioma: qHTS; Potency, µM, for the others: top-dose activation, most hits filed as activators; U87-MG GRP78 promoter luciferase reporter, 16 h; AID 602332, 2012; 0.02% of 420,000 active; note: potency is the fitted concentration of half-maximal effect; series mostly up to about 76 µM; % of control where 0% means no effect; nearly all actives have a fitted effect of over 35% in size
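Stably transfected U87-MG human glioma cells carrying a GRP78-based luminescent sensor were seeded at 1000 cells/well, pin-dosed with compounds and incubated 16 h. Luciferase reagent was then added, and end-point luminescence was read after 10 min at room temperature.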
D1 agonist: Allosteric Agonists of the Human D1 Dopamine Receptor: qHTS; D(1A) dopamine receptor (Homo sapiens), P21728; HEK293 T-REx D1 cells, calcium flux, agonist mode; activation, % at 2 µM; 1% of 360,000 active; in the data active = activation above about 30%; note: 0% is about no effect
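Tetracycline-induced HEK293 TREx D1 cells, force-coupled to calcium signalling, were dye-loaded with a no-wash calcium kit. Compound was pin-added after a 10 s baseline. Fluorescence was read kinetically at 1 cycle/s for 180 s, with calcium rises flagged as agonism.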
Vif-A3G inh: qHTS for Inhibitors of Vif-A3G Interactions: qHTS | HeLa A3G-eYFP + Vif (tagged APOBEC3G with the HIV-1 protein that degrades it), YFP fluorescence, overnight | DNA dC->dU-editing enzyme APOBEC-3G (Homo sapiens), Q9HC16 | Potency, µM (top dose mostly 46.1 µM), without a hit: top-dose activity, negative = active, most hits filed as inhibitors | 0.076% of 410,000 active;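 note: potency is the fitted concentration of half-maximal effect; % is set by controls: 0 for no effect and ±100 for the full control effect; nearly all actives have a fitted effect of over 60% in size; hits raise eYFP signal because A3G escapes Vif-driven loss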
Target sequence (Q9HC16 whole entry, looked up): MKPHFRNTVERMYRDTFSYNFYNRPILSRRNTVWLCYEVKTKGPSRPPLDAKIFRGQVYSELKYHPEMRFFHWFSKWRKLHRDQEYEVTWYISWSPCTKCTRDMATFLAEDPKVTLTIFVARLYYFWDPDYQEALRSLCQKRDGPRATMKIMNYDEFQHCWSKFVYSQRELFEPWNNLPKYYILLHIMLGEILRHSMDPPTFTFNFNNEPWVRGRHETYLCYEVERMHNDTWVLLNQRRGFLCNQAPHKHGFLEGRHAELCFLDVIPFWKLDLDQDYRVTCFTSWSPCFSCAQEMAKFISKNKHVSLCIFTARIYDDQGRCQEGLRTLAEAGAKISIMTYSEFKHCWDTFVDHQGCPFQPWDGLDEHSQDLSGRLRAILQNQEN
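HeLa cells stably expressing Vif and C-terminally eYFP-tagged A3G, seeded overnight at 37 deg C, then exposed to compound by pintool overnight at 37 deg C. Rise in yellow fluorescence (Ex 488/Em 500-530, Acumen) marks blocked Vif-driven A3G degradation.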
RXFP1 agonist: qHTS Assay for Agonists of the Relaxin Receptor RXFP1; Relaxin receptor 1 (Homo sapiens), Q9HBX9; HEK293T-RXFP1 cAMP TR-FRET, 30 min; response scale: percent of porcine relaxin response, buffer zero; Potency, µM (highest dose often 57.5 µM), without a hit: at the highest dose activation, hits mostly activators; 0.3% of 370,000 active; AID 2676, 2010; note: potency is the fitted concentration of half-maximal effect; % is set by controls: 0 for no effect and ±100 for the full control effect; nearly all actives have a fitted effect of over 60% in size; many of its hits are not listed in these tables
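Agonist response is measured as cAMP accumulation in an RXFP1-transfected HEK293T line under PDE4 inhibition. Values are scaled between buffer-only and 29 nM porcine relaxin, and EC50s come from standard Hill equation fits.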
D1 potentiator: Potentiators of Human D1 Dopamine Receptor: qHTS | AID 504651, 2011 | D(1A) dopamine receptor (Homo sapiens), P21728 | HEK293 TREx D1 cells, calcium flux, dopamine EC20 potentiation | 0.036% of 360,000 active | potentiation, % at 10 µM; in the data active = potentiation above about 30%; note: 0% is about no effect
RXFP1 antagonist: qHTS Assay for Antagonists of the Relaxin Receptor RXFP1 | 0.59% of 350,000 active | Relaxin receptor 1 (Homo sapiens), Q9HBX9 | HEK293-RXFP1, relaxin-stimulated cAMP HTRF, 30 min; active compounds read low | activity change, negative = inhibition, % at 57.5 µM | AID 1259400, 2018;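 active = activity change of -60% or lower, but not beyond a set lower limit; inconclusive = change between -60% and -40%, or beyond the set limit; inactive = change above -40%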; note: % is set by controls: 0 for no effect and ±100 for the full control effect
Numbers without * were called inactive; & = joins results of further samples. Unless noted, calls come from the whole dose curve; as a rule, active = well fitted curve in the direction sought with a large enough effect; inconclusive = small, poorly fitted or top-dose-only effect, or another doubt; inactive = no such curve, though single readings can be large; an effect the other way counts as inactive or inconclusive. A portion of the library; the hit share may differ from the screen's.

A first look (3 entries):
Results for Cc1ccccc1NC(=S)N(CCN(C)C)C(C)c1cccnc1 (centres undefined) ?
D2 potentiator: -3; D1 antagonist: -6; Vif-APOBEC3F blk: -10%; Glioma ERSR ind: -4%; D1 agonist: 1; Vif-A3G inh: 1%; RXFP1 agonist: 0.3%; D1 potentiator: -2; RXFP1 antagonist: 6

How did COc1ccc(CN(C)C(=O)CCCNC(=O)c2ccc(Cl)cc2)cc1 do in these assays?
D2 potentiator: -16; D1 antagonist: 13; Vif-APOBEC3F blk: 11%; Glioma ERSR ind: -1%; D1 agonist: -4; Vif-A3G inh: 4%; RXFP1 agonist: 1.3%; D1 potentiator: -2; RXFP1 antagonist: -3

What do the screens show for `CC(C)(C)c1ccc(S(=O)(=O)N2CCN(CC(=O)N3CC(=O)Nc4ccccc43)CC2)cc1`?
D2 potentiator: 2; D1 antagonist: 4; Vif-APOBEC3F blk: 0%; Glioma ERSR ind: -2%; D1 agonist: 0; Vif-A3G inh: 1%; RXFP1 agonist: 0.2%; D1 potentiator: 5; RXFP1 antagonist: 4

The listing, repeating the preview:
Results for Cc1ccccc1NC(=S)N(CCN(C)C)C(C)c1cccnc1 (centres undefined) ?
D2 potentiator: -3; D1 antagonist: -6; Vif-APOBEC3F blk: -10%; Glioma ERSR ind: -4%; D1 agonist: 1; Vif-A3G inh: 1%; RXFP1 agonist: 0.3%; D1 potentiator: -2; RXFP1 antagonist: 6

How did COc1ccc(CN(C)C(=O)CCCNC(=O)c2ccc(Cl)cc2)cc1 do in these assays?
D2 potentiator: -16; D1 antagonist: 13; Vif-APOBEC3F blk: 11%; Glioma ERSR ind: -1%; D1 agonist: -4; Vif-A3G inh: 4%; RXFP1 agonist: 1.3%; D1 potentiator: -2; RXFP1 antagonist: -3

What do the screens show for `CC(C)(C)c1ccc(S(=O)(=O)N2CCN(CC(=O)N3CC(=O)Nc4ccccc43)CC2)cc1`?
D2 potentiator: 2; D1 antagonist: 4; Vif-APOBEC3F blk: 0%; Glioma ERSR ind: -2%; D1 agonist: 0; Vif-A3G inh: 1%; RXFP1 agonist: 0.2%; D1 potentiator: 5; RXFP1 antagonist: 4

How did CCc1ccc(/C=N\NC(=O)c2ccc(Br)o2)s1 do in these assays?
D2 potentiator: -1; D1 antagonist: -27; Vif-APOBEC3F blk: 7%; Glioma ERSR ind: 0%; D1 agonist: 1; Vif-A3G inh: -21%; RXFP1 agonist: 0.8%; D1 potentiator: -1

What do the screens show for `COc1ccc(NC(=O)C2Cc3ccccc3N2C(=O)c2ccccc2)cc1OC` (centres undefined)?
D2 potentiator: 6; D1 antagonist: 11; Vif-APOBEC3F blk: -1%; Glioma ERSR ind: -3%; D1 agonist: -1; Vif-A3G inh: -5%; RXFP1 agonist: -1.0%; D1 potentiator: 1; RXFP1 antagonist: -1

How did Cc1ccc(C(=O)N2CCN(c3ccccc3)CC2)cc1C do in these assays?
D2 potentiator: -4; D1 antagonist: 6; Vif-APOBEC3F blk: 2%; Glioma ERSR ind: 3%; D1 agonist: 0; Vif-A3G inh: 2%; RXFP1 agonist: 0.7%; D1 potentiator: 1; RXFP1 antagonist: -8

What do the screens show for `COc1ccc(N2CCN(C(=O)c3ccc4nc(N5CCC(C)CC5)sc4c3)CC2)cc1`?
D2 potentiator: 1; D1 antagonist: 8; Vif-APOBEC3F blk: 4%; Glioma ERSR ind: 0%; D1 agonist: -1; Vif-A3G inh: 3%; RXFP1 agonist: 0.7%; D1 potentiator: -2

Results for O=C(CSc1nc2cccnc2n1Cc1ccccc1)NC1CCCCC1 ?
D2 potentiator: 5; D1 antagonist: -9; Vif-APOBEC3F blk: 5%; Glioma ERSR ind: -5%; D1 agonist: 1; Vif-A3G inh: -4%; RXFP1 agonist: 0.3%; D1 potentiator: -2; RXFP1 antagonist: 0

What do the screens show for `CCN(CC)c1ccc(/C=N/NS(=O)(=O)c2ccc(C)c([N+](=O)[O-])c2)cc1`?
D2 potentiator: -2; D1 antagonist: 12; Vif-APOBEC3F blk: -7%; Glioma ERSR ind: 0%; D1 agonist: 1; Vif-A3G inh: -1%; RXFP1 agonist: 0.1%; D1 potentiator: 3; RXFP1 antagonist: -9

What do the screens show for `COc1ccccc1N1C(=O)c2cccc3c(C(=O)O)ccc(c23)C1=O`?
D2 potentiator: -5; D1 antagonist: -20; Vif-APOBEC3F blk: -9%; Glioma ERSR ind: -5%; D1 agonist: 1; Vif-A3G inh: inconclusive; RXFP1 agonist: 3.1%; D1 potentiator: -3; RXFP1 antagonist: 12

How did CC(C(=O)Nc1ccc(N2CCOCC2)cc1)N1C(=O)c2ccccc2C1=O (centres undefined) do in these assays?
D2 potentiator: -5; D1 antagonist: -4; Vif-APOBEC3F blk: -3%; Glioma ERSR ind: -4%; D1 agonist: 1; Vif-A3G inh: -7%; RXFP1 agonist: -1.2%; D1 potentiator: 1; RXFP1 antagonist: -9

Results for Cc1nc(-c2cccnc2)sc1C(=O)Nc1ccc(Cl)cc1 ?
D2 potentiator: 7; D1 antagonist: -22; Vif-APOBEC3F blk: 2%; Glioma ERSR ind: -3%; D1 agonist: 2; Vif-A3G inh: 0%; RXFP1 agonist: 0.1%; D1 potentiator: -3; RXFP1 antagonist: 8

How did CCCOP(=O)(c1ccc(N(C)C)cc1)C(O)c1cc(OC)c(OC)c(OC)c1 (centres undefined) do in these assays?
D2 potentiator: -8; D1 antagonist: 19; Vif-APOBEC3F blk: -12%; Glioma ERSR ind: -4%; D1 agonist: 2; Vif-A3G inh: -11%; RXFP1 agonist: 4.5%; D1 potentiator: -6; RXFP1 antagonist: -2

How did O=C1c2cccc3cccc(c23)C(=O)N1OS(=O)(=O)c1ccc(Cl)cc1 do in these assays?
D2 potentiator: -1; D1 antagonist: 6; Vif-APOBEC3F blk: -20%; Glioma ERSR ind: 1%; D1 agonist: 2; Vif-A3G inh: 1%; RXFP1 agonist: 5.6%; D1 potentiator: -4; RXFP1 antagonist: -6

How did NC(=O)CSc1nc2ccccc2c(=O)n1Cc1ccccc1 do in these assays?
D2 potentiator: -1; D1 antagonist: 4; Vif-APOBEC3F blk: -3%; Glioma ERSR ind: -3%; D1 agonist: 0; Vif-A3G inh: -2%; RXFP1 agonist: 0.1%; D1 potentiator: 0; RXFP1 antagonist: 6

What do the screens show for `O=C1CSC(c2ccc([N+](=O)[O-])cc2)N1C1CCCCC1` (centres undefined)?
D2 potentiator: 1; D1 antagonist: 5; Vif-APOBEC3F blk: -20%; Glioma ERSR ind: -1%; D1 agonist: 0; Vif-A3G inh: 1%; RXFP1 agonist: 1.2%; D1 potentiator: -5; RXFP1 antagonist: -4

How did O=C(CCn1cnc2onc(-c3ccc(F)cc3)c2c1=O)Nc1cccc(C(F)(F)F)c1 do in these assays?
D2 potentiator: 2; D1 antagonist: -5; Vif-APOBEC3F blk: -7%; Glioma ERSR ind: 1%; D1 agonist: 16; Vif-A3G inh: 3%; RXFP1 agonist: -0.3%; D1 potentiator: -2; RXFP1 antagonist: -18

How did CCc1ccc(NC(=O)C(=O)NCC(c2cccnc2)N2CCc3ccccc3C2)cc1 (centres undefined) do in these assays?
D2 potentiator: -10; D1 antagonist: 4; Vif-APOBEC3F blk: 4%; Glioma ERSR ind: -3%; D1 agonist: 9; Vif-A3G inh: 5%; RXFP1 agonist: -2.0%; D1 potentiator: -3; RXFP1 antagonist: -33

What do the screens show for `Cc1nc(NC2CCCC2)sc1C(=O)N(C)C`?
D2 potentiator: 1; D1 antagonist: -14; Vif-APOBEC3F blk: -3%; Glioma ERSR ind: 5%; D1 agonist: 1; Vif-A3G inh: 0%; RXFP1 agonist: 0.0%; D1 potentiator: -6; RXFP1 antagonist: 0

What do the screens show for `CCCN1CCC(=O)NC1=S`?
Vif-APOBEC3F blk: 2%; Glioma ERSR ind: -1%; Vif-A3G inh: 3%; RXFP1 antagonist: 2

What do the screens show for `CCN1CCN(CCCNC(=O)c2cnn(-c3ccc(C)cc3)c2C2CCN(C(=O)OC(C)(C)C)CC2)CC1`?
D2 potentiator: -1; D1 antagonist: 9; Vif-APOBEC3F blk: -6%; Glioma ERSR ind: -1%; D1 agonist: 1; Vif-A3G inh: 4%; RXFP1 agonist: -1.5%; D1 potentiator: 5; RXFP1 antagonist: -9

Results for CCN(CC)C(=O)CC(c1ccc(N(C)C)cc1)c1c(O)cc(OC)cc1OC (centres undefined) ?
D2 potentiator: -5; D1 antagonist: 11; Vif-APOBEC3F blk: -3%; Glioma ERSR ind: -4%&1%; D1 agonist: 2; Vif-A3G inh: 1%&6%; RXFP1 agonist: 0.0%; D1 potentiator: -6

What do the screens show for `CCN(C(=O)COC(=O)CSc1ccc(F)cc1)c1c(N)n(Cc2ccccc2)c(=O)[nH]c1=O`?
D2 potentiator: 8; D1 antagonist: 18; Vif-APOBEC3F blk: 1%; Glioma ERSR ind: -3%; D1 agonist: 0; Vif-A3G inh: 6%; RXFP1 agonist: -0.9%; D1 potentiator: 1; RXFP1 antagonist: 1

Results for COC(=O)/C(C#N)=C/c1occc1C ?
D2 potentiator: 17; D1 antagonist: 37; Vif-APOBEC3F blk: -1%; Glioma ERSR ind: -1%; D1 agonist: 0; Vif-A3G inh: 2%; RXFP1 agonist: 0.2%; D1 potentiator: -2; RXFP1 antagonist: -1

What do the screens show for `O=C(O)C(S)C(S)C(=O)O` (centres undefined)?
Vif-APOBEC3F blk: -5%; Glioma ERSR ind: -3%; Vif-A3G inh: -2%; RXFP1 antagonist: -8

Screening data: PubChem, National Center for Advancing Translational Sciences (NCATS)
